IL1B NFkB pot: enhances IL-1B driven NFkB nuclear translocation. HUVEC IL-1B NFkB p65 nuclear translocation imaging. activation, % at 2 µM. 94,000 tested, 0.3% active;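 active = activation above 40%, about the mean plus 3 SD, also judged a hit on visual image review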;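 note: percent activation is computed from the nuclear over cytoplasmic p65 intensity ratio; values of inactives mirror those of a sister screen read the other way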
MRP resist rev: compounds reversing MRP-mediated drug resistance. H69AR cells + 2 uM doxorubicin, CellTiter-Glo, 72 h. 85,000 tested, 0.04% active. AID 602. differential viability (reversal), % at 10 µM;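 active = viability drop by adding the cancer drug above about 55%, with treated viability meeting a 40% cutoff, limit read from the data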;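 note: viability without doxorubicin minus viability with 2 µM doxorubicin for each compound; larger differential means the compound sensitizes cells more to doxorubicin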
NFkB transloc inh: blocks IL-1B driven NFkB nuclear translocation in HUVEC cells; inhibition, % at 2 µM; AID 796; HUVEC IL-1B NFkB p65 nuclear translocation imaging; 94,000 tested, 0.43% active;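 active = inhibition above about 30% together with a positive call from visual inspection of the well image, limit read from the data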;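 note: nuclear over cytoplasmic p65 intensity ratio measured by imaging; 0% = IL-1B stimulated DMSO wells and 100% = unstimulated DMSO wells; values of inactives mirror those of a sister screen read the other way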
PLAP inhibition: PLAP enzyme inhibitors, biochemical, luminescence, HTS (AID 690); one-dose inhibition, % at 20 µM; IC50 in µM for titrated hits; 96,000 tested, 0.08% active; purified PLAP, luminescent substrate; higher % means a stronger effect; in the data active = a potency from the dose series; inactive = the rest, 99 in 100 with inhibition below about 30%; note: strong numbers were not always called active
Bcl-B TR3 displacers: displacers of TR3 peptide from Bcl-B, primary screen, selectivity assay for Bfl-1 inhibitor project, biochemical, fluorescence polarization; displacement, % at 20 µM; hits with a dose series show IC50 in µM; FP displacement of FITC-TR3 peptide from Bcl-B; higher % means a stronger effect; 96,000 tested, 0.11% active;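 active = displacement above 50% at 20 µM plus a fluorescence interference ratio under 1.5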;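 note: plate controls were wells without compound for no effect and wells lacking Bcl-B protein for full effect; a part of the inactive calls stands beside numbers as strong as those of hits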
MRP resist rev cytotoxicity: second read-out of MRP resist rev, no call of its own (marks repeat the call); viability, %; H69AR cells, CellTiter-Glo, 72 h; measured here: cytotoxicity without doxorubicin
MRP resist rev with doxorubicin: recorded beside MRP resist rev, whose call it bears; viability, %; measured here: viability with 2 uM doxorubicin; hits give low values
NFkB transloc inh cell count 2 µM: second read-out of NFkB transloc inh, no call of its own (marks repeat the call); cell count; measured here: cells passing quality filter;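 raw number of nuclei counted in each imaged well without normalization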
IL1B NFkB pot cell count 2 µM: second read-out of IL1B NFkB pot, no call of its own (marks repeat the call); cell count; measured here: cells passing quality filter
Active calls of the source: *; . = no result given. Not all compounds are listed; count on the stated rates, not on these rows.

SMILES	IL1B NFkB pot	IL1B NFkB pot cell count 2 µM	MRP resist rev	MRP resist rev cytotoxicity	MRP resist rev with doxorubicin	NFkB transloc inh	NFkB transloc inh cell count 2 µM	PLAP inhibition	Bcl-B TR3 displacers
CCOc1ccc(S(=O)(=O)Nc2ccc(F)cc2)c(C)c1C	4	71	-5	67	73	-4	71	-19%	-7%
CCC(C)NC(=O)C1CC(c2cccc(OC)c2)=NO1 (stereo not given)	3	122	10	86	76	-3	122	16%	-2%
CCCCNC(=O)c1ccc(CS(=O)(=O)c2cccc(C(F)(F)F)c2)o1	-7	198	9	87	78	7	198	22%	-2%
COc1ccc(N2CCN(C(=O)C(C)(C)Oc3ccc(Cl)cc3)CC2)cc1	-16	34	4	89	85	16	34	-46%	0%
Nc1nc(N)nc(-c2ccccc2)n1	3	110	8	88	79	-3	110	0%	-1%
CCOc1ccc(C2Nc3ccc4ccccc4c3-c3c2c(=O)oc2ccccc32)cc1 (stereo not given)	10	146	.	.	.	-10	146	-69%	-7%
O=C(N/N=C/C=C/c1ccco1)c1cccnc1	9	155	3	85	82	-9	155	-66%	3%
COc1ccc(NC(=O)C2CCCN2C(=O)NC2CCCCC2)cc1OC (stereo not given)	1	117	12	96	84	-1	117	12%	0%
COC(=O)C1=C(C)OC(N)=C(C#N)C1C1CCCCC1 (stereo not given)	7	145	.	.	.	-7	145	-14%	-5%
CC(C)C(=O)Nc1ccccc1N1CCN(S(C)(=O)=O)CC1	-26	94	-13	102	114	26	94	-4%	4%
COC(C(=O)Nc1ccc(F)cc1F)c1ccccc1 (stereo not given)	4	173	-19	96	115	-4	173	23%	-2%
COC(=O)c1ccc(C(=O)OC)c(NC(=O)COC(=O)C2CC2C)c1 (stereo not given)	-3	146	.	.	.	3	146	-69%	-16%
N#Cc1ccc(Oc2cccnc2)cc1C#N	-7	131	-1	89	91	7	131	-8%	-1%
COc1ccc(N(CC(=O)NCc2ccc3c(c2)OCO3)S(C)(=O)=O)cc1OC	17	135	7	103	95	-17	135	12%	-2%
CN1CCN(c2ncnc3c2cnn3-c2ccc(Cl)cc2)CC1	4	60	7	87	80	-4	60	-52%	-4%
O=C(COc1ccc2c(C(F)(F)F)cc(=O)oc2c1)Nc1ccc2c(c1)OCCO2	22	144	.	.	.	-22	144	-44%	-59%
Cc1sc2ccccc2[n+]1CCC(C)S(=O)(=O)[O-] (stereo not given)	1	120	.	.	.	-1	120	10%	2%
COc1ccc(OCc2cccc(C(=O)O)c2)cc1	.	.	.	.	.	.	.	-4%	2%
COc1ccc(-c2[nH]ncc2-c2cnn(-c3ccccc3)c2)c(O)c1	-10	133	.	.	.	10	133	-99%	-4%
Cc1nnc(SCC(=O)NCC2CCCO2)n1-c1ccccc1 (stereo not given)	.	.	9	108	99	.	.	7%	0%
S=c1[nH]nc(CSCc2ccccc2Cl)n1-c1ccccc1	0	92	.	.	.	0	92	-54%	4%
CCOC(=O)C1CCN(CC(=O)Nc2c(C(=O)OC)n(C)c3cccc(C)c23)CC1	-8	135	39	60	22	8	135	-66%	-6%
CC(=O)n1c2ccccc2c2c1c1ccccc1n2C	.	.	-22	58	80	.	.	14%	4%
CCC(c1nnc(SCC(=O)N2CC3(C)CC2CC(C)(C)C3)o1)N(C)C (stereo not given)	7	170	23	100	77	-7	170	-40%	15%
OCCCCCNc1ncnc2ccccc12	21	115	-13	87	99	-21	115	.	.

Next section
SMILES	IL1B NFkB pot	IL1B NFkB pot cell count 2 µM	MRP resist rev	MRP resist rev cytotoxicity	MRP resist rev with doxorubicin	NFkB transloc inh	NFkB transloc inh cell count 2 µM	PLAP inhibition	Bcl-B TR3 displacers
Cc1cc(NC(=O)CNC(=O)C2CCCCC2)no1	8	96	5	95	90	-8	96	6%	-2%
CC(=O)N1N=C(c2ccc(C)cc2)OC1c1ccc(C(C)C)cc1 (stereo not given)	-11	178	30	105	76	10	178	-8%	0%
COCCn1nnnc1C(c1ccccc1OC)N1CCN(c2ccccc2F)CC1 (stereo not given)	1	108	-8	95	103	-1	108	-46%	-4%
Cc1ccc(O)c(NC(=O)c2cccc(S(=O)(=O)N3CCCCC3)c2)c1	35	119	-12	91	103	-35	119	-5%	-6%
CCCCOP(=O)(c1ccc(N(C)C)cc1)C(O)c1cccnc1 (stereo not given)	-10	111	4	110	106	10	111	-4%	-6%
O=C(N/N=C/c1ccc(Cl)cc1)c1sccc1OCc1ccc(F)cc1	.	.	.	.	.	.	.	-3%	-16%
COc1ccc(OC)c(N2C(=O)CC(Cc3ccc(C)cc3)C2=O)c1 (stereo not given)	14	119	.	.	.	-14	119	.	.
CC1(C)CC(=O)c2cc(OCC(=O)NCCCN3CCN(c4ccccc4F)CC3)ccc2O1	10	155	-11	74	85	-10	155	-36%	-6%
Cc1cc(OCCSc2nnc(-c3cccs3)n2C)ccc1Cl	.	.	14	87	74	.	.	19%	-2%
Cc1[nH]nc(-c2ccc(O)c(C)c2O)c1Oc1ccccc1	17	199	2	93	90	-17	199	47%	-4%
CCOc1ccc2c(O)csc2c1	24	119	-4	94	98	-24	119	-11%	-8%
Cn1c(SCC(=O)c2ccccc2)nnc1-c1cccc(N)c1	0	98	-11	83	94	0	98	-14%	0%
Cc1nc(SCC(O)CO)c([N+](=O)[O-])[nH]1 (stereo not given)	-10	174	11	107	95	10	174	9%	93%
Cc1ccc(-n2c(N)c(-c3nc4ccccc4n3C)sc2=S)cc1	-8	115	-1	60	60	8	115	-4%	0%
Cc1ccc(Nc2nc(N)nc(CN3CCN(Cc4ccc5c(c4)OCO5)CC3)n2)cc1Cl	-4	204	-19	14	33	4	204	-70%	2%
CC(C)(C)n1nc2c(c1NC(=O)c1ccc(Br)o1)CS(=O)C2 (stereo not given)	0	198	2	94	92	0	198	27%	-3%
CCOC(=O)c1ccc(NC(=O)CSc2nc3c(c(=O)n2CC)SC(C)C3)cc1 (stereo not given)	.	.	11	86	75	.	.	-52%	-3%
CCOc1cc(CN2CCOCC2)cc(C(C)=O)c1	-1	164	5	95	91	1	164	-4%	2%
CC(C)NC(=O)c1ccccc1NC(=O)CCS(=O)(=O)Cc1ccccc1	10	136	7	94	87	-10	136	14%	0%
Nc1nc(NC(=O)c2cccnc2)nn1-c1ccccc1	0	99	-95	87	182	0	99	9%	-7%
CN(C)c1nc(N)nc(CSc2nnnn2-c2ccccc2)n1	3	177	1	83	82	-3	177	12%	4%
CSc1ccccc1NC(=S)Nc1cc(C)cc(C)c1	14	160	.	.	.	-14	160	13%	4%
Cc1ccc(C(C)n2cc(C(=O)NCc3ccncc3)nn2)cc1 (stereo not given)	5	156	8	95	87	-5	156	5%	-2%
Cc1ccc(OCc2ccc(C(=O)N3CCOCC3)cc2)cc1C	8	96	1	85	84	-8	96	-72%	-7%
COc1ccc(/C=C/C(=O)NC(=S)NNC(=O)c2cccnc2)cc1OC	7	149	.	.	.	-7	149	-105%	-2%

Part of the list above in order of SMILES length, falling.
SMILES	IL1B NFkB pot	IL1B NFkB pot cell count 2 µM	MRP resist rev	MRP resist rev cytotoxicity	MRP resist rev with doxorubicin	NFkB transloc inh	NFkB transloc inh cell count 2 µM	PLAP inhibition	Bcl-B TR3 displacers
CC1(C)CC(=O)c2cc(OCC(=O)NCCCN3CCN(c4ccccc4F)CC3)ccc2O1	10	155	-11	74	85	-10	155	-36%	-6%
CCOC(=O)C1CCN(CC(=O)Nc2c(C(=O)OC)n(C)c3cccc(C)c23)CC1	-8	135	39	60	22	8	135	-66%	-6%
O=C(COc1ccc2c(C(F)(F)F)cc(=O)oc2c1)Nc1ccc2c(c1)OCCO2	22	144	.	.	.	-22	144	-44%	-59%
CCOc1ccc(C2Nc3ccc4ccccc4c3-c3c2c(=O)oc2ccccc32)cc1 (stereo not given)	10	146	.	.	.	-10	146	-69%	-7%
CCCCNC(=O)c1ccc(CS(=O)(=O)c2cccc(C(F)(F)F)c2)o1	-7	198	9	87	78	7	198	22%	-2%
COc1ccc(-c2[nH]ncc2-c2cnn(-c3ccccc3)c2)c(O)c1	-10	133	.	.	.	10	133	-99%	-4%
O=C(N/N=C/c1ccc(Cl)cc1)c1sccc1OCc1ccc(F)cc1	.	.	.	.	.	.	.	-3%	-16%
CC(=O)N1N=C(c2ccc(C)cc2)OC1c1ccc(C(C)C)cc1 (stereo not given)	-11	178	30	105	76	10	178	-8%	0%
COc1ccc(NC(=O)C2CCCN2C(=O)NC2CCCCC2)cc1OC (stereo not given)	1	117	12	96	84	-1	117	12%	0%
CCCCOP(=O)(c1ccc(N(C)C)cc1)C(O)c1cccnc1 (stereo not given)	-10	111	4	110	106	10	111	-4%	-6%
Cn1c(SCC(=O)c2ccccc2)nnc1-c1cccc(N)c1	0	98	-11	83	94	0	98	-14%	0%
CN(C)c1nc(N)nc(CSc2nnnn2-c2ccccc2)n1	3	177	1	83	82	-3	177	12%	4%
Cc1nc(SCC(O)CO)c([N+](=O)[O-])[nH]1 (stereo not given)	-10	174	11	107	95	10	174	9%	93%
Cc1cc(NC(=O)CNC(=O)C2CCCCC2)no1	8	96	5	95	90	-8	96	6%	-2%
COc1ccc(OCc2cccc(C(=O)O)c2)cc1	.	.	.	.	.	.	.	-4%	2%
N#Cc1ccc(Oc2cccnc2)cc1C#N	-7	131	-1	89	91	7	131	-8%	-1%
OCCCCCNc1ncnc2ccccc12	21	115	-13	87	99	-21	115	.	.

Additional results follow:
SMILES	IL1B NFkB pot	IL1B NFkB pot cell count 2 µM	MRP resist rev	MRP resist rev cytotoxicity	MRP resist rev with doxorubicin	NFkB transloc inh	NFkB transloc inh cell count 2 µM	PLAP inhibition	Bcl-B TR3 displacers
COc1cccc(-c2cc(C(=O)N3CCN(Cc4ccccc4)CC3)no2)c1	14	218	-17	80	97	-14	218	-7%	-6%
CC1(C(=O)NCc2cccnc2)CCC(=O)N1CCc1ccccc1 (stereo not given)	18	80	.	.	.	-18	80	.	.
COC(=O)c1ccc(CSc2n[nH]c(=S)s2)o1	-11	136	.	.	.	11	136	5%	0%
O=C(NCc1ccccc1F)C1CCCN1C(=O)NCc1ccccc1 (stereo not given)	-18	210	-5	97	102	18	210	16%	-1%
Cn1c2c(c(=O)n(C)c1=O)CN(Cc1ccco1)CN2	-7	215	9	98	90	7	215	9%	10%
Cc1cc(C(=O)Cn2nnc(-c3ccc(Cl)cc3)n2)c(C)n1CC1CCCO1 (stereo not given)	7	111	7	87	80	-7	111	.	1%
CCn1c(SCC(=O)Nc2cc(C)c(Cl)cc2OC)nnc1-c1ccco1	6	137	-5	89	94	-6	137	24%	-2%
COc1ccc(CNC(=O)CCc2nc(-c3ccccc3F)no2)c(OC)c1	24	128	-10	84	94	-24	128	12%	-20%
O=S(=O)(c1ccc2c(c1)OCCO2)N1CCC(n2nnc3cc(C(F)(F)F)ccc32)CC1	7	156	-1	77	78	-7	156	-45%	12%
COc1ccc(OC)c2c(C)cc(N3CCN(C(=O)c4ccc(F)cc4)CC3)nc12	7	148	.	.	.	-7	148	-59%	-10%
COc1ccc(C2CC(C(F)(F)F)n3nc(C(=O)O)cc3N2)cc1OC (stereo not given)	18	119	.	.	.	-18	119	-7%	-13%
Cc1cccc(-n2c(=O)[nH]c3c(C(N)=O)nc(CC(C)C)nc32)c1	-1	88	-7	81	88	1	88	-12%	-12%
c1ccc(Sc2ncnc3c2oc2ccccc23)cc1	3	160	14	89	75	-3	160	-3%	-4%
O=C(c1ccco1)N1CCCC(c2ccccc2)C1 (stereo not given)	11	105	17	104	88	-11	105	-9%	-8%
